# SENP8 inh: SENP8 (human) protease inhibition. Q96LD8. recombinant SENP8, Nedd8 substrate fluorescence. inhibition, % at 20 µM. actives 0.64% (n = 360,000). AID 602440; in the data active = inhibition mostly above about 40%, no sharp cut-off; inactive = mostly below about 27%
# Target sequence (Q96LD8 whole entry, looked up): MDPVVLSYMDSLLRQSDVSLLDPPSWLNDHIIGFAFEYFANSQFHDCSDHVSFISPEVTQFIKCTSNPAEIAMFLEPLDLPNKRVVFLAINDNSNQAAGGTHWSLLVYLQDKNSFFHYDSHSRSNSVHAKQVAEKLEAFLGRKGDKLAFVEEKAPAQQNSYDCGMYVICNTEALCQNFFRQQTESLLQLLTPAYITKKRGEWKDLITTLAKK
# SENP1 FRET inh: inhibitors of human SENP1 SUMO protease catalytic domain; Q9P0U3; recombinant SENP1 catalytic domain, CyPet-SUMO1-YPet FRET cleavage; inhibition, % at 10 µM; actives 0.21% (n = 360,000);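 active = inhibition at least 30% at 10 µM, raw YFP signal under a set limit, fluorescence ratio 0.5 to 1.5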;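 note: 0% = enzyme with DMSO and 100% = no enzyme wells; some results filed as inactive read as strong as hits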
# Target sequence (Q9P0U3 419-644 limits assumed): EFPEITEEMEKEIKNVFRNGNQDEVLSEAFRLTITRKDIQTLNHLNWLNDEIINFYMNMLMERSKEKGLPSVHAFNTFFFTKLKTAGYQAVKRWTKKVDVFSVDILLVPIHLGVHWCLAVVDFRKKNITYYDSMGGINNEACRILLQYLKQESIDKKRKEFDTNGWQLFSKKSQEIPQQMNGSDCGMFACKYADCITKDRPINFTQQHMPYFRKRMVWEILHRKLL
#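 Test system: hSENP1 catalytic domain, recombinant; Amount: 20 pM final SENP1 enzyme; Medium: Tris pH 8 buffer plus EDTA, NaCl, BME, BSA, NP40, catalase; Schedule: 50 min enzyme reaction, room temperature, light-protected; Technique: FRET fluorescence in CFP and YFP emission channels; Controls: no-enzyme wells low, DMSO-plus-enzyme wells high control.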
# * hit, by the source's call; i = inactive; & = joins results of further samples. Some of the compounds tested (hit frequency here may not be typical).
# Values run as follows: SENP8 inh | SENP1 FRET inh
COc1ccc(Cc2c(-c3cccc(Cl)c3)nc3c(C)cc(Br)cn23)c(C)c1
    -15 | -4
COc1cc(OC)cc(C2=Cc3ccccc3C(CC(C)=O)N2c2ccc(C#CC3(O)CCCCC3)cc2)c1 (stereo unspecified)
    -396 | -4
COc1cccc(C=C2Cc3ccccc3C2=O)c1
    -56 | 2
CC(C)Oc1cc(F)ccc1-c1cc(C(=O)Nc2cccc(C(F)(F)F)c2)[nH]n1
    12 | -1
COc1ccc(-c2cc(NC=O)c3ncc(-c4cccc(C(F)(F)F)c4)n3c2)c(OC)c1
    -297 | -12
c1ccc2[nH]c(CCCCCc3nc4ccccc4[nH]3)nc2c1
    6 | -2
Cc1ccc(N2CCN(C3C(=O)Nc4ccccc4-n4nnnc43)CC2)cc1 (stereo unspecified)
    5 | -4
O=C(NC1CCCCC1)C(c1ccccc1)n1c(=O)c(-c2ccco2)nc2ccccc21 (stereo unspecified)
    -420 | -55
O=C1NC[C@@H](CCCCN2C[C@H](Cc3ccc(O)cc3)N(CCc3ccccc3)C(=O)C2=O)N(CCC2CCCCC2)C1=O
    5 | 0
NC(c1ccccc1)c1csc(Nc2cc(Oc3ccccc3)ncn2)n1 (stereo unspecified)
    -144 | -25
CSc1ccc(CN2CCC2(C)C(=O)Nc2cccc(Oc3ccccc3)c2)cc1 (stereo unspecified)
    27 | 0
CS(=O)(=O)Nc1ccccc1-c1ccc2nccn2c1
    -62 | -74
CN(C)c1ccc(-c2csc(C(C)(O)c3ccccc3)n2)cc1 (stereo unspecified)
    -8 | 2
COC(=O)[C@@]12C[C@@H](CC(=O)NCc3ccccc3)C(=O)N(Cc3ccccc3)C1=CCC(C)(C)C2
    16 | 2
O=C(NCc1ccccc1)c1cc(C2COCCN2S(=O)(=O)c2ccccc2)on1 (stereo unspecified)
    10 | 0
CCCCC[C@H]1CCCCC[C@H](O)C[C@H](O)[C@@H](O)/C=C/C(=O)O1
    14 | 2
CC1(C(=O)NS(=O)(=O)c2cccc(C#N)c2)CCN1C(=O)c1ccc(C2CCCCC2)cc1 (stereo unspecified)
    11 | -1
COC(=O)c1cc(=O)nc(NN=C2c3ccccc3-c3ccccc32)s1
    38* | 5
O=C(Nc1nnc([C@H]2C[C@H](O)[C@@H](CO)O2)s1)Nc1cccc2c1CCCC2
    18 | -2
CCOC(=O)C1(C)CCN1C(=O)c1ccccc1OC (stereo unspecified)
    6 | 0
COc1ccccc1-c1cc(NC=O)c2ncc(-c3cccc(C(C)=O)c3)n2c1
    -82 | -71
CCCCc1c(-c2ccccc2F)ncn1CCc1ccccc1OC
    5 | 3
CC(C)=CCn1c2ccc(NC(=S)NC3CC3)cc2c(=O)n1C
    -487 | -1
CC1(C(=O)Nc2ccc3c(c2)OCCO3)CN(S(C)(=O)=O)CC(=O)N1CCc1ccccc1F (stereo unspecified)
    16 | -1
O=C(NCc1ccccc1)C1Cc2c(-c3ccc4c(c3)OCO4)ccnc2O1 (stereo unspecified)
    -132 | -2
CC(=O)Nc1ccc(CN(C)c2c(C)nc3ccc(C(=O)Nc4ccc(Cl)c(Cl)c4)cn23)cc1
    20 | -8
COc1ccc(CN2C(=O)c3ccccc3C2c2nnnn2-c2ccc3c(c2)OCCO3)cc1 (stereo unspecified)
    14 | 2
CCCCCCCCCc1conc1C(=O)/C=C/c1oc2c(c1C)CCC(C)C2 (stereo unspecified)
    9 | -11
CC(C)c1cc(Cn2c3ccccc3c(=O)n2C(C)CBr)on1 (stereo unspecified)
    -378 | 3
CC(C)C(N)c1csc(Nc2ccc(C(F)(F)F)cn2)n1 (stereo unspecified)
    -58 | 1
CCOC1=C2[C@H](c3ccccc3)N(S(=O)(=O)c3ccc(C)cc3)C(C(C)(C)C)[C@H]2n2c(=O)n(-c3ccccc3)c(=O)n2C1 (stereo partly specified)
    -7 | -3
CC(C)N1CCC1(C)C(=O)Nc1ccc(-n2cccc2)cc1 (stereo unspecified)
    25 | -2
CCc1c(-c2ccc(OC)cc2)ncn1Cc1cccc(-c2ccccc2)c1
    -2 | 1
COc1ccc(CC(N)c2csc(NC(=O)c3cc(C(C)(C)C)oc3C)n2)cc1 (stereo unspecified)
    9 | -9
CC1(C(=O)Nc2ccc(F)cc2F)CCN1C(=O)Cc1ccc(Cl)cc1Cl (stereo unspecified)
    18 | 1
COc1ccc(-c2cc3nc(NCCNC(C)=O)n(C)c(=O)c3s2)c(C)c1
    -41 | -1
COC(=O)Cc1ccc(OC2(C)CCN(Cc3ccc4c(c3)OCCO4)C2)cc1 (stereo unspecified)
    11 | -1
O=c1[nH]c2ccccc2nc1-c1nnnn1C1CCCC1
    -406 | -43
CCNC(=O)C1(C)CCCN(C(=O)c2ccnc(Cl)c2)C1 (stereo unspecified)
    3 | 2
CNc1cncc(-c2ccc(C)cc2)n1
    i | -7
CC1(C(=O)NS(=O)(=O)C2CC2)CCN(C(=O)c2ccc(F)cc2Cl)C1 (stereo unspecified)
    18 | 3
CC1(C(=O)NCc2cccc3ccccc23)CCN1C(=O)Cc1ccc(-c2ccccc2)cc1 (stereo unspecified)
    20 | 2
Cc1ccc(C)c(C(O)c2ncc(-c3cccc(C(F)(F)F)c3)[nH]2)c1 (stereo unspecified)
    20 | 0
c1ccc(-c2cc3nc(NCc4cccs4)nc(NCc4ccc5occc5c4)c3s2)cc1
    -402 | -4
CN1CCC(N2CCN(C3CN(Cc4cn(Cc5cccc(C(F)(F)F)c5)nn4)S(=O)(=O)C3)CC2)CC1 (stereo unspecified)
    21 | -2
COC(=O)[C@]1(Sc2ccc(OC)cc2)CC(=O)N[C@@H]1c1ccccc1
    -4 | -5
CC(=O)NC(c1cccc(F)c1)c1nc(-c2ccc(N(C)C)cc2)cs1 (stereo unspecified)
    -61 | 3
CC(C)(C)OC(=O)N1CCC(NC(=O)c2[nH]c(C(F)(F)F)nc2-c2ccccc2)CC1
    4 | -1
CCCS(=O)(=O)NC(=O)C1(C)CCN(C(=O)c2cccs2)C1 (stereo unspecified)
    24 | -1
O=C(Nc1c(-c2ccc3c(c2)OCO3)[nH][nH]c1=O)c1cnccn1
    27 | 0

# (continued)
# Values run as follows: SENP8 inh | SENP1 FRET inh
CC(C)(C)NC(=O)C(C1CC1)n1c(-c2ccccc2)nc2ccccc21 (stereo unspecified)
    16 | 1
COC(=O)[C@@]12C[C@@H](CC(=O)N3CCN(C(=O)c4ccco4)CC3)C(=O)N(Cc3cccc4ccccc34)C1=CCC(C)(C)C2
    22 | 1
C[C@@H]1CCCCO[C@@H](CN(C)Cc2ccc(Cl)c(Cl)c2)[C@@H](C)CN([C@H](C)CO)C(=O)c2cc(NC(=O)Nc3ccccc3)ccc2O1
    16 | 2
CC(=O)Nc1cccc(-c2nc3ccccc3n2C(C)C(=O)NC(C)(C)C)c1 (stereo unspecified)
    -26 | 2
O=C(NCCN1CCC(n2c(=O)[nH]c3ccccc32)CC1)C(c1ccccc1)c1ccccc1
    13 | 2
CC1(C(=O)NS(=O)(=O)c2ccc(Cl)s2)CCN1C(=O)C1(c2ccc(Cl)cc2)CC1 (stereo unspecified)
    20 | 1
CCCCNC(=O)C(NC(=O)c1cnc(C)cn1)C(=O)c1ccccc1 (stereo unspecified)
    20 | 3
CC(=O)Nc1cccc(-c2cc(NC=O)c3ncc(-c4ccc(C(C)=O)cc4)n3c2)c1
    i | -8
NC(Cc1ccc(C(F)(F)F)cc1)c1csc(NC(=O)Nc2ccccc2Oc2ccccc2)n1 (stereo unspecified)
    16 | -1
CN1CCN(C2CN(Cc3ccc(F)cc3)S(=O)(=O)C2)CC1 (stereo unspecified)
    4 | 2

# (further entries)
structure	SENP8 inh	SENP1 FRET inh
CN(Cc1ccc2c(c1)CCCN2C)C(=O)[C@H]1O[C@@H](n2ccc(=O)[nH]c2=O)[C@H](O)[C@@H]1O	34	-26
CN1CCN(C(=O)c2cnc(Cc3c[nH]c4ccccc34)c(I)c2)CC1	6	1
Cc1ccc(Cc2c(-c3ccc(F)cc3)nc3c(Cl)cc(C(F)(F)F)cn23)cc1	-238	-4
CC1(C(=O)Nc2ccccc2F)CCN1C(=O)Cc1cc(F)ccc1F (stereo unspecified)	6	1
CC(C)CNC(=O)c1[nH]c(C(F)(F)F)nc1-c1ccccc1	27	3
CCc1nc2c(OCc3ccccc3)cccn2c1N(C)C(=O)Nc1ccccc1OC	2	-2
CCOC(=O)CC1(C)Sc2ccccc2N1S(=O)(=O)c1ccc(C)cc1 (stereo unspecified)	20	1
COCCCNC(=O)c1ccc2sc(C3=C[C@@H](O)[C@@H](O)[C@@H](CO)O3)nc2c1	-2	4
CCc1nc2ccc(C(=O)Nc3cc(-c4ccccc4)ccc3OC)cn2c1N(C)Cc1ccc(Cl)cc1	-6	-10
CCCCc1c(-c2ccccc2OC)ncn1Cc1ccc(Cl)cc1	0	0

# The last 2 compounds of the section before lead into the next.
structure	SENP8 inh	SENP1 FRET inh
CCc1nc2ccc(C(=O)Nc3cc(-c4ccccc4)ccc3OC)cn2c1N(C)Cc1ccc(Cl)cc1	-6	-10
CCCCc1c(-c2ccccc2OC)ncn1Cc1ccc(Cl)cc1	0	0
CC(C)Oc1ccc(F)cc1-c1cc(C(=O)NCc2cc(C(F)(F)F)cc(C(F)(F)F)c2)[nH]n1	3	2
CC(=O)N1Cc2cc(C(=O)NCC(F)(F)F)nc(-c3cccc(-c4cc5ccccc5o4)c3)c2[C@H]1CCO	-82	3
COc1ccc(-c2ccc(C(=O)Nc3ccc(NC(C)=O)cc3)c3occc23)c(C)c1	-35	1
CC1(C(=O)NS(=O)(=O)c2ccccc2Cl)CCN1C(=O)c1ccccc1CCc1ccccc1 (stereo unspecified)	15	0
O=C1c2ccccc2C(c2nnnn2Cc2ccccc2)N1Cc1cccs1 (stereo unspecified)	16&20	1&2
O=C(c1ccc(-c2ccccc2)cc1)N1CCC2CC1c1cc(-c3ccc4c(c3)OCO4)ccc12 (stereo unspecified)	15	-1
CCNC(=O)C1(C)CCN(C(=O)c2ccc(F)c(Cl)c2)C1 (stereo unspecified)	13	0
CCCNC(=O)C1(C)CCCN(C(=O)C2(c3ccc(Cl)cc3)CCCC2)C1 (stereo unspecified)	-1	-1
COC(=O)c1ccc2nc(-c3ccc(C)cc3)c(Cc3ccc(OC)cc3C)n2c1	-391	-15
O=C(c1ccncc1)N(c1ccc(N2CCOCC2)cc1)C(c1ccccc1)c1nc2ccccc2[nH]1 (stereo unspecified)	-61	-17
CC(=O)c1cccc2c1OC(C)C(=O)N2Cc1ccc(Cl)cc1 (stereo unspecified)	-14	3
OCCN1CCN(c2ncnc3c2ncn3[C@H]2CN(Cc3ccncc3)C[C@@H](CO)O2)CC1	8	0
CCCCc1c(-c2ccccc2)ncn1CCc1ccccc1OC	15	1
CNC[C@H]1Oc2cc(Br)ccc2S(=O)(=O)N([C@@H](C)CO)C[C@H]1C	18	0
O=C(Nc1c(-c2ccccc2)[nH][nH]c1=O)c1ccc2c(c1)OCO2	13	2
CC1(Cc2ccccc2OC(F)(F)F)C(=O)Nc2ccc(S(=O)(=O)NC3CCCCC3)cc21 (stereo unspecified)	2	4
O=C(Nc1ccc(Cl)c(C(F)(F)F)c1)C1Cc2c(-c3ccccc3Oc3ccccc3)ccnc2O1 (stereo unspecified)	11	1
O=C(OCc1ccccc1)N1CCC2CC1c1ccc(/C=C/CCCCl)cc12 (stereo unspecified)	19	-1
CC1(C(=O)Nc2cccc(Oc3ccccc3)c2)CCN1C1Cc2ccccc2C1 (stereo unspecified)	15	0
CCCS(=O)(=O)NC(=O)C1(C)CCN(C(=O)c2cc(F)cc(F)c2)C1 (stereo unspecified)	16	4
O=C(Nc1cccc2cccnc12)c1csc(COCCO)n1	-38	-2
CC(C)(C)S(=O)N1Cc2cc(C(=O)NCCCN3CCOCC3)nc(-c3cccc(-c4cc5ccccc5o4)c3)c2[C@H]1CCO (stereo partly specified)	-46	-4
COc1ccc(-c2csc(C(C)(O)c3cccc(OC)c3)n2)cc1 (stereo unspecified)	8	1
Cc1cc(C)c2c(CN(Cc3ccccc3)Cc3ccccc3)cc(=O)oc2c1	22	-1
COC(=O)C[C@H]1CC[C@H](NC(=O)Cc2ccccc2)[C@@H](CO)O1	7	4
Cc1cc(C)c(C(=O)c2ccccc2C(=O)O)c(C)c1	18	1
Clc1cccc(Cc2c(-c3ccco3)nc3ccc(Cl)cn23)c1	-117	-7
Cc1cnc(CNC(=O)c2csc([C@H]3C[C@H](O)[C@@H](CO)O3)n2)cn1	14	0
C[C@@H](c1ccccc1)N1C[C@@H](COCc2ccccc2)Oc2cc(N3CCC[C@H]3C(N)=O)ccc2S1(=O)=O	14	2
COC(=O)[C@]12CCCCC=C1N(Cc1ccc(Cl)cc1Cl)C(=O)[C@H](CC(=O)N1CCCC1)C2	22	2
O=S1(=O)CC(N2CCCC2)CN1Cc1cn(Cc2ccc(Cl)cc2)nn1 (stereo unspecified)	7	1

# Quoted from the listing, 7 compounds:
structure	SENP8 inh	SENP1 FRET inh
O=C(Nc1cccc2cccnc12)c1csc(COCCO)n1	-38	-2
CC(C)(C)S(=O)N1Cc2cc(C(=O)NCCCN3CCOCC3)nc(-c3cccc(-c4cc5ccccc5o4)c3)c2[C@H]1CCO (stereo partly specified)	-46	-4
COc1ccc(-c2csc(C(C)(O)c3cccc(OC)c3)n2)cc1 (stereo unspecified)	8	1
Cc1cc(C)c2c(CN(Cc3ccccc3)Cc3ccccc3)cc(=O)oc2c1	22	-1
COC(=O)C[C@H]1CC[C@H](NC(=O)Cc2ccccc2)[C@@H](CO)O1	7	4
Cc1cc(C)c(C(=O)c2ccccc2C(=O)O)c(C)c1	18	1
Clc1cccc(Cc2c(-c3ccco3)nc3ccc(Cl)cn23)c1	-117	-7
